Source: PubChem BioAssay
NCI-60 one-dose screen, 48 h, at 10 µM unless noted. Numbers give growth in % (100 = growth as untreated, 0 = no growth, -100 = all killed).
NCI-H460: NCI-H460 lung cancer. AID 1794736. 82,000 compounds, 6.8% hits
NCI-H226: NCI-H226 lung cancer; AID 1794732; 79,000 compounds, 3.5% hits
HCT-15: HCT-15 colon cancer; 82,000 compounds, 5.2% hits; AID 1794746
HT29: HT29 colon cancer | 81,000 compounds, 7.4% hits
SW-620: SW-620 colon cancer | AID 1794795 | 82,000 compounds, 5.2% hits
NCI-H322M: NCI-H322M lung cancer; AID 1794733; 80,000 compounds, 2.7% hits
COLO 205: COLO 205 colon cancer | 79,000 compounds, 7.3% hits | AID 1794742
KM12: KM12 colon cancer cells. 82,000 compounds, 5% hits. AID 1794800
HCT-116: HCT-116 colon cancer | 82,000 compounds, 7.3% hits | AID 1794798
* marks the source's active call; other numbers are inactive results; x = not tested or not shown; & = joins results of further samples. Rule for the calls: active = growth percent below 10; inactive = the rest.

1) Cc1ccc2nc(-c3c(-c4ccccc4)nc4ncccn34)[nH]c2c1
2) CC(C)c1ccc(/C=N\NC(=S)N/N=C\c2ccc(C(C)C)cc2)cc1
3) CCOC(=O)COc1ccc2c(C)c(CCN(CC)CC)c(=O)oc2c1
4) COc1cccc(/C=C\C(=O)/C=C/C=C/c2ccccc2)c1
5) O=C(Nc1ccc(NS(=O)(=O)c2ccccc2)cc1)C12CC3CC(CC(C3)C1)C2
6) COc1ccc(-c2c3c(N)nc(-c4ccncc4)nc3nc3c2c(C)nn3-c2ccccc2)cc1
7) NC(=S)N/N=C(\c1ccc(F)cc1)C1CC1
8) CN1CCN(c2ccc(Nc3nc(NCCCNC(=O)c4ccc(Cl)cc4)c4sccc4n3)cc2)CC1

Screen / compound no.	1	2	3	4	5	6	7	8
NCI-H460	100	98	117	113	103	23	102	89
NCI-H226	95	103	111	x	97	74	95	79
HCT-15	90	103	102	105	88	57	77	27
HT29	99	93	115	94	89	24	67	35
SW-620	100	94	115	114	101	34	73	93
NCI-H322M	108	101	102	104	x	74	95	91
COLO 205	114	119	122	98	111	39	106	93
KM12	98	98	122	122	106	63	105	69
HCT-116	104	87	105	95	97	16	57	15

9) CSc1nc2ccccc2cc1Cc1cc(-c2ccccc2)n[nH]c1=O
10) Cc1c(O)c(=O)ccn1C1CCC(CC2CCC(n3ccc(=O)c(O)c3C)CC2)CC1 (stereo not drawn)
11) Cn1cc(-c2nonc2-c2cn(C)c3ccc(F)cc23)c2ccccc21
12) O=C(O)CC(O)(CC(=O)O)C(=O)O
13) CCOC(=O)CCc1nc2sc3c(c2c(=O)[nH]1)CCCC3
14) O=C(Nc1nc(-c2ccc(Cl)cc2)cc(-c2ccc(Cl)cc2)n1)c1ccncc1
15) COc1ccc2cc(C(C)c3n[nH]c(=S)n3C3CCCCC3)ccc2c1 (stereo not drawn)
16) COc1ccc2c(c1C)CN1CCc3cc4c(cc3C1=C2)OCO4

Screen / compound no.	9	10	11	12	13	14	15	16
NCI-H460	98	13	7.5*	105&105&101	107	97	102	91
NCI-H226	83	42	5.3*	91&98&111	107	86	94	95
HCT-15	99	19	19	104&105&114	95	103	91	90
HT29	101	34	6.3*	106&104&106	101	93	81	85
SW-620	95	43	22	102&99&103	145	92	103	92
NCI-H322M	94	x	40	99&112	101	94	112	96
COLO 205	110	23	5.2*	105&112&103	145	99	115	100
KM12	98	47	15	105&115&107	80	86	98	92
HCT-116	94	28	12	105&111&105	102	91	74	90

17) O=C(Nc1ccccc1)N1CCOCC1
18) O=C1CC2(CCN1)CCN(Cc1ccccc1)CC2
19) COc1cc(CNC(=O)C[C@@H](C)CCC=C(C)C)ccc1O
20) CC(NC(=O)CCc1nc2c(=O)[nH]c(=S)[nH]c2[nH]c1=O)C(=O)O (stereo not drawn)
21) O=C(N=Nc1c(Cl)c(O)c2ccccc2c1O)C(=O)Nc1cccc(C(F)(F)F)c1
22) Cc1ccc(C(=O)Nc2ccc(CCN3CCOCC3)cc2)cc1Nc1ncnc2nc[nH]c12
23) CCCCNCCCCCNc1cc(OC)cc2cccnc12
24) Cc1cccc(CC2(O)C(=O)Nc3ccccc32)n1 (stereo not drawn)

Screen / compound no.	17	18	19	20	21	22	23	24
NCI-H460	109	101	104	102	80	108	106	105
NCI-H226	106	96	101	95	89	108	97	114
HCT-15	102	99	101	104	69	103	88	111
HT29	102	106	104	106	74	97	96	99
SW-620	104	104	x	102	64	107	100	107
NCI-H322M	100	110	91	106	63	104	106	113
COLO 205	x	117	106	115	47	107	94	x
KM12	95	118	100	102	54	106	114	110
HCT-116	97	110	94	94	33	104	86	104

25) CS(=O)(=O)c1ccc(C(=O)N2N=C(c3ccc(F)cc3)CC2c2ccc(F)cc2)cc1 (stereo not drawn)
26) CC1(C)OC(=O)C(c2ccccc2)O1 (stereo not drawn)
27) CCOC(=O)N1CCN(C(=S)Nc2ccccc2)CC1
28) c1ccc(C(=C(c2ccc(-c3ccccc3)cc2)c2ccc(-c3ccccc3)cc2)c2ccccc2)cc1
29) CCCCCCOc1ccc(NC2=C(SCCc3ccccc3)C(=O)c3ccccc3C2=O)cc1
30) N#C/C(=C/c1ccccc1)c1ccccc1
31) CC(COc1ccc(Cl)cc1Cl)OC(=O)COc1ccc(Cl)cc1Cl (stereo not drawn)
32) O=C(O)CC(C(=O)O)N1C(=O)CSC1=S (stereo not drawn)

Screen / compound no.	25	26	27	28	29	30	31	32
NCI-H460	112	110	106	112	73	111	107	104
NCI-H226	88	108	97	115	65	104	96	104
HCT-15	95	104	91	112	32	108	92	100
HT29	97	103	112	92	106	98	111	99
SW-620	101	101	105	103	89	102	98	95
NCI-H322M	93	113	112	103	93	128	94	100
COLO 205	109	126	110	110	101	126	122	108
KM12	99	113	110	102	81	106	115	101
HCT-116	83	110	107	81	33	107	89	96

33) Cc1ccc2[nH]c(=O)cc(N/N=C3\SCC(=O)N3c3ccccc3)c2c1
34) N#Cc1c(-c2ccc(Cl)cc2)nc2c(c(-c3ccccc3)nn2-c2ccccc2)c1-c1ccc(N2CCOCC2)cc1
35) COc1ccc(Cn2c(SC)nc(=O)n(Cc3ccc(F)cc3)c2=O)cc1
36) CC(=O)Nc1ccc(N=Nc2ccccc2)cc1[N+](=O)[O-]
37) COC(=O)/C=C/C(N)=O
38) O=C(O)Cc1ccc(F)cc1
39) O=C(CCC(=O)OCCOc1ccccc1)OCCOc1ccccc1
40) CCCCCCCCOc1cc(/C=N/Nc2cc(C)nc3ccc(Br)cc23)cc(OCCCCCCCC)c1OCCCCCCCC

Screen / compound no.	33	34	35	36	37	38	39	40
NCI-H460	99	103	105	107	102	100	102	108
NCI-H226	93	104	97	87	100	100	99	103
HCT-15	97	94	100	100	100	109	104	108
HT29	93	98	108	108	98	96	112	108
SW-620	95	98	106	109	96	103	103	102
NCI-H322M	92	97	99	116	105	96	x	110
COLO 205	99	128	103	103	104	117	117	106
KM12	99	100	101	104	97	108	113	101
HCT-116	91	98	98	105	85	101	110	95

41) CC1=CC[C@H]2C(C)=CC[C@@H](C(C)C)[C@@H]2C1
42) C/C(=N\O)c1ccc(OCC(=O)Nc2nc(-c3ccccc3)cs2)cc1
43) C/C=C(\C)C(C(=O)NC1CCCCC1)N(C(=O)C1CCc2cc(F)ccc2O1)c1ccc([N+](=O)[O-])cc1 (stereo not drawn)
44) O=c1c2ccccc2ncn1-c1ccc(F)cc1
45) Cn1c(=O)[nH]c(=O)c2nc(CC(=Nc3ccc(F)cc3)c3ccccc3)c(=O)[nH]c21
46) C=CCn1cc(/C=C2\C(=O)N(c3cccc(Cl)c3)N=C2C)c2ccccc21
47) N#CC1(Nc2ccc(C(=O)O)cc2)CCCC1
48) Cc1c(/C=C(\C#N)C(=O)Nc2c(C)n(C)n(-c3ccccc3)c2=O)c(=O)n2c([nH]c3ccccc32)c1C#N

Screen / compound no.	41	42	43	44	45	46	47	48
NCI-H460	104	107	83	108	103	91	109	112
NCI-H226	99	98	73	98	75	71	99	101
HCT-15	97	106	74	100	97	97	107	101
HT29	116	108	74	105	104	105	108	100
SW-620	94	98	95	109	104	98	108	114
NCI-H322M	109	109	93	101	97	79	130	104
COLO 205	115	116	99	120	103	113	117	101
KM12	102	107	96	105	97	90	106	113
HCT-116	100	99	60	100	94	89	113	98

49) N#Cc1cc(Cl)c2c(c1)CN(c1ncc(Cc3cccc(C(N)=O)c3)s1)CC2
50) COC(OC)C(C)c1ccccc1 (stereo not drawn)
51) Cc1ccc2c3c(cccc13)-c1ccccc1C2=O
52) Cn1cc(/C=c2\sc3nc4ccccc4n3c2=O)c2ccccc21
53) Cc1ccc(C(=O)c2ccc(CC(=O)NN3C(=O)C=CC3=O)n2C)cc1
54) COc1ccc2sc(NC(=O)CCCCCCNC(=O)C(O)(O)C(F)(F)F)nc2c1
55) O=C1NN(c2ccccc2)C(c2ccc3c(c2)OCO3)N2CCC[C@@H]12 (stereo partly drawn)
56) CC(C)(O)c1cccc(I)c1
57) CNC(=O)c1ccccc1CC1(O)c2ccccc2Oc2ccccc21
58) CCCCC[n+]1ccc(SCC(=O)N2CCCc3ccccc32)c2ccccc21
59) O=C(Nc1ccc(F)cc1F)c1cc(Br)ccc1O

Screen / compound no.	49	50	51	52	53	54	55	56	57	58	59
NCI-H460	85	110	96	60	104	7.1*	106	106	34	113	4.5*
NCI-H226	52	102	91	59	94	25	105	97	77	102	x
HCT-15	66	97	85	92	101	5.4*	102	111	45	99	10.0*
HT29	66	93	83	83	103	5.1*	86	108	7.7*	115	28
SW-620	105	103	93	91	101	5.2*	105	100	29	107	13
NCI-H322M	91	107	92	75	97	5.0*	88	96	52	104	0.9*
COLO 205	x	106	94	103	112	-70*	104	105	38	99	7.7*
KM12	87	99	54	79	99	-15*	99	97	34	107	-0.6*
HCT-116	52	95	86	86	98	0.8*	94	114	32	103	1.7*

Structural class: the compounds so far containing a Cl atom
8) CN1CCN(c2ccc(Nc3nc(NCCCNC(=O)c4ccc(Cl)cc4)c4sccc4n3)cc2)CC1
14) O=C(Nc1nc(-c2ccc(Cl)cc2)cc(-c2ccc(Cl)cc2)n1)c1ccncc1
21) O=C(N=Nc1c(Cl)c(O)c2ccccc2c1O)C(=O)Nc1cccc(C(F)(F)F)c1
31) CC(COc1ccc(Cl)cc1Cl)OC(=O)COc1ccc(Cl)cc1Cl (stereo not drawn)
34) N#Cc1c(-c2ccc(Cl)cc2)nc2c(c(-c3ccccc3)nn2-c2ccccc2)c1-c1ccc(N2CCOCC2)cc1
46) C=CCn1cc(/C=C2\C(=O)N(c3cccc(Cl)c3)N=C2C)c2ccccc21
49) N#Cc1cc(Cl)c2c(c1)CN(c1ncc(Cc3cccc(C(N)=O)c3)s1)CC2

Screen / compound no.	8	14	21	31	34	46	49
NCI-H460	89	97	80	107	103	91	85
NCI-H226	79	86	89	96	104	71	52
HCT-15	27	103	69	92	94	97	66
HT29	35	93	74	111	98	105	66
SW-620	93	92	64	98	98	98	105
NCI-H322M	91	94	63	94	97	79	91
COLO 205	93	99	47	122	128	113	x
KM12	69	86	54	115	100	90	87
HCT-116	15	91	33	89	98	89	52
